# Dynein cargo inh: inhibitors of GR-EGFP nuclear translocation, primary screen, dynein cargo transport inhibitor project, imaging, high-content, 3617.4 mouse cells | test concentration mostly 20 µM; stimulated with dexamethasone, 1 µM; hits give low values | z-score, hits read low | 220,000 compounds, 0.47% hits;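 active means plate z-score of nuclear minus cytoplasmic receptor signal below a set negative limit, without overly bright fluorescence or cell loss, cut at about -3.5 in these data, passing the limit was not always enough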;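 further: z-score of nuclear minus cytoplasmic ring GR-EGFP intensity difference per well; some compounds called inactive have numbers as strong as hits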
#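 medium = tetracycline-free induction medium containing charcoal-stripped FBS | probe or stimulus = dexamethasone, 1.0 µM final | timing = 48 h induction, then 1 h compound, then 30 min agonist, 37 °C | detection = automated 10x imaging of fixed Hoechst-stained cells | read-out basis = nuclear versus cytoplasmic GR-EGFP signal, averaged per well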
# M17LAP inhibition: P. falciparum M17LAP inhibitors, primary screen, biochemical, fluorogenic H-Leu-NHMec substrate, 1536-well (AID 1619); Leucine aminopeptidase (Plasmodium falciparum (isolate 3D7)); recombinant M17LAP, H-Leu-NHMec fluorogenic kinetic assay; higher % means a stronger effect; inhibition, % at 30 µM, or IC50 in µM where a hit was titrated; 220,000 compounds, 0.38% hits;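 active means compound inhibiting the enzyme by more than half at any dose during confirmatory dose-response retesting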;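 further: plate controls were full reaction with DMSO carrier for no effect and no enzyme background for full effect; strong numbers were not always called active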
# MT stabilize HCS: microtubule stabilizers in HeLa cells, primary screen, imaging, high-content imaging. 200,000 compounds, 0.83% hits. HeLa tubulin immunostaining HCS, 24 h; share of cells brighter than vehicle mean+2SD. % tubulin-high responders, % at 10 µM;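 active means plate Z-score above 3 for both tubulin-high and condensed-nucleus cell shares, with cell loss under 80%, at 10 µM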;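 further: anti alpha tubulin signal scored within the nucleus-defined area of each cell; some results filed as inactive read as strong as hits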
# WT yeast gro inh: growth inhibition of WT strain, primary screen, mitochondrial fusion inhibitor project, WT and mutant strains, chemical genetic | inhibition, % at 10 µM | AID 1362, 2008 | mitochondrial fusion phenotypic screen | 190,000 compounds, 2.1% hits; in the data active means inhibition above about 58%; tested in S. cerevisiae
# T cell HTS: modulators of CD8 T cell-vesicle binding, primary screen, mouse 2C CD8+ T cells, flow cytometry. 2C CD8+ T cell-vesicle binding; hits give low values. calls only at 7 µM. 330,000 compounds, 0.068% hits;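 active means response, share of CD8 T cells binding vesicles, and their 90th percentile fluorescence all below set limits, cut at about 80% in these data, passing the limit was not always enough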
#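 Assay system: 2C TCR transgenic mouse naive CD8+ T cells, MACS-purified | Read-out: CD8+ gate FL2 mean fluorescence as % of same-row positive control | Signal: High-throughput flow cytometry with anti-B7-1 and anti-CD8 staining | Timing: Binding step 1.5 h, 37 °C, antibody labelling 20 min, ice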
# Autophagy HCS: autophagy modulators in MEF cells, primary screen, imaging, high-content, MEF GFP-LC3. MEF GFP-LC3 puncta imaging; test concentration mostly 10 µM. calls only at 10 µM (by protocol). 190,000 compounds, 0.98% hits;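 active means percentage of spot-positive cells more than 3 SD above its plate mean, without a fluorescence outlier flag or 80% toxicity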;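 further: spot-positive cell cutoff set from DMSO-treated cells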
# P. falciparum M1AAP: P. falciparum M1AAP inhibitors, biochemical, fluorogenic H-Leu-NHMec substrate, 1536-well (AID 1445); Aminopeptidase N (Plasmodium falciparum (isolate 3D7)); 220,000 compounds, 0.42% hits; recombinant M1AAP, H-Leu-NHMec fluorogenic kinetic assay; higher % means a stronger effect; one-dose inhibition, % at 30 µM; IC50 in µM for titrated hits;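 active means primary inhibition above the hit cutoff, then over 50% inhibition at one or more dose response concentrations, cut at about 23% in these data, passing the limit was not always enough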;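 further: plate controls were DMSO full reaction for no effect and no enzyme background for full effect; strong numbers were not always called active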
# bCat nuc transl: modulators of beta-catenin nuclear translocation, primary screen, imaging, HeLa cells, immunofluorescence, high-content. nuclear translocation activity, % at 5 µM. 190,000 compounds, 0.3% hits. AID 1665, 2009;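 active means nuclear translocation activity above 50% at 5 µM, with a well cell count of 50 or more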;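 further: per-cell ratio of nuclear to cytoplasmic median beta-catenin stain intensity; plate controls were DMSO negative control for no effect and GSK-3 inhibitor IX positive control for full effect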
#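 Technique: fluorescence imaging of beta-catenin antibody stain plus DAPI / Material: human HeLa cell line / Incubation: compound treatment 24 h, 37°C, 5% CO2 / Read-out basis: % activation of per-cell nuclear versus cytoplasmic median beta-catenin signal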
# Yfh1-depleted yeast: enhancers of respiration in Yfh1-depleted yeast, dose response, Friedreich's ataxia, plus single-dose screen (AID 1465); S. cerevisiae Yfh1-off respiration, WST-1 reduction, 72 h; higher fold induction means a stronger effect; one-dose fold induction at 50 µM; EC50 in µM for titrated hits; 220,000 compounds, 0.074% hits;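 active means fold induction of absorbance versus untreated yeast above a set limit, then at least 30% activation at any dose in follow-up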;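 further: activators that raise dye reduction in frataxin-depleted yeast; strong numbers were not always called active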
# WT yeast gro inh mutant strain: recorded beside WT yeast gro inh, whose call it bears; inhibition, %; mitochondrial fusion phenotypic screen, mutant strain inhibition
# Dynein cargo inh cytoplasmic EGFP: further read-out of Dynein cargo inh, marked with its call; z-score; measured here: cytoplasmic GR-EGFP intensity; hits give high values
# Dynein cargo inh nuclear GR-EGFP: second read-out of Dynein cargo inh, no call of its own (marks repeat the call); z-score; measured here: nuclear GR-EGFP intensity;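 lower value marks the stronger effect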
# Dynein cargo inh cell count: also measured in Dynein cargo inh; calls as there; z-score; measured here: cell count per field
# bCat nuc transl cell count 5 µM: second read-out of bCat nuc transl, no call of its own (marks repeat the call); cell count; measured here: cell count, cytotoxicity flag
# T cell HTS vesicle-bound %: recorded beside T cell HTS, whose call it bears; double positive events, %; measured here: CD8+ vesicle-bound cell fraction;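 binding gate set so that unloaded-vesicle control wells show 10% double positive cells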
# MT stabilize HCS Hoechst-high %: further read-out of MT stabilize HCS, marked with its call; % Hoechst-high responders; measured here: nuclear condensation Hoechst responders;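 share of cells brighter than vehicle mean plus two SD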
# MT stabilize HCS cytotoxicity %: recorded beside MT stabilize HCS, whose call it bears; toxicity, %; measured here: cytotoxicity by cell density;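 0% = mean cell density of plate MIN control wells and 100% = no cells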
# Autophagy HCS cell loss 18 h: also measured in Autophagy HCS; calls as there; toxicity, %; measured here: cell loss, nuclei count;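 cell loss after 18 h compound exposure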
# * hit, by the source's call; i = inactive; . = no result given.
SMILES,Dynein cargo inh,Dynein cargo inh cytoplasmic EGFP,Dynein cargo inh nuclear GR-EGFP,Dynein cargo inh cell count,M17LAP inhibition,MT stabilize HCS,MT stabilize HCS Hoechst-high %,MT stabilize HCS cytotoxicity %,WT yeast gro inh,WT yeast gro inh mutant strain,T cell HTS,T cell HTS vesicle-bound %,Autophagy HCS,Autophagy HCS cell loss 18 h,P. falciparum M1AAP,bCat nuc transl,bCat nuc transl cell count 5 µM,Yfh1-depleted yeast
O=C(NCc1ccccc1)c1cnsn1,-0.64,-0.012,0.15,0.14,-6%,3.6,1.5,57,-11,-39,i,21,i,7,-3%,.,.,i
CCN1CCN(c2nc3c(c(=O)n(C)c(=O)n3C)n2CCSc2nccc(C)n2)CC1,-0.31,-0.11,0.087,0.29,-2%,3.0,4.1,10,17,27,i,43,i,-7,4%,-0.5,1122,i
CCc1oc(C(=O)O)cc1COC,-0.61,-0.32,-0.36,0.49,6%,2.2,1.1,6.2,11,-3,i,6,i,-57,4%,-1.4,835,i
CCCC(=O)c1c[nH]c(C(=O)N2CCOCC2)c1,-0.057,-0.31,-0.019,0.6,-9%,1.7,1.2,1.9,-7,9,i,4,i,20,-4%,-0.6,1546,i
COc1ccccc1Oc1ccc(S(=O)(=O)N2CCOCC2)cc1S(=O)(=O)N1CCOCC1,-0.46,-0.25,-0.015,-0.45,-8%,1.9,1.5,4.8,9,0,i,42,i,-9,4%,-1.6,1254,i
CC(C)C(=O)NNC(=O)c1cc2sccc2s1,1.3,-0.055,0.63,-0.71,3%,.,.,.,.,.,i,30,.,.,3%,-3.5,1156,i
Cc1cccc(-c2nc(CN3CCCC(C(=O)NC4CCCCCC4)C3)c(C)o2)c1 (stereo unspecified),-0.27,-0.31,0.18,-0.19,-7%,3.6,1.7,6.8,1,8,i,25,i,-6,19%,.,.,i
C/C=C/c1ccc(OCCCCOc2ccccc2F)c(OC)c1,0.067,-0.26,0.17,-0.073,-9%,2.6,0.9,0.7,-5,-4,i,37,i,-7,-1%,0.0,1069,i
Cc1cc2oc(=O)cc(CN3CCCc4ccccc43)c2cc1C,-0.67,4.8,0.79,-0.14,41%,4.9,2.7,9.3,7,7,i,19,i,15,13%,-2.5,635,i
O=C(CN(C(=O)CCC(=O)Nc1nccs1)c1ccc(F)c(Cl)c1)NCc1ccco1,2,-0.11,1.9,-1.7,-1%,3.2,1.9,9.5,7,-17,i,36,i,-3,1%,-1.3,1126,i
COCCNC(=S)NN=C1CCCCC1,0.48,-0.36,0.23,-0.019,-2%,3.0,2.1,5.4,-9,-6,i,58,i,-2,-2%,-0.7,1070,i
C=CCn1c(SCC(=O)OCC)nc(C(F)(F)F)cc1=O,-0.32,-0.37,-0.18,-0.16,-2%,5.5,3.2,6.0,-19,-1,i,26,i,4,-4%,1.7,1099,i

# Overlap with the part before: 2 compounds, then new ones.
SMILES,Dynein cargo inh,Dynein cargo inh cytoplasmic EGFP,Dynein cargo inh nuclear GR-EGFP,Dynein cargo inh cell count,M17LAP inhibition,MT stabilize HCS,MT stabilize HCS Hoechst-high %,MT stabilize HCS cytotoxicity %,WT yeast gro inh,WT yeast gro inh mutant strain,T cell HTS,T cell HTS vesicle-bound %,Autophagy HCS,Autophagy HCS cell loss 18 h,P. falciparum M1AAP,bCat nuc transl,bCat nuc transl cell count 5 µM,Yfh1-depleted yeast
COCCNC(=S)NN=C1CCCCC1,0.48,-0.36,0.23,-0.019,-2%,3.0,2.1,5.4,-9,-6,i,58,i,-2,-2%,-0.7,1070,i
C=CCn1c(SCC(=O)OCC)nc(C(F)(F)F)cc1=O,-0.32,-0.37,-0.18,-0.16,-2%,5.5,3.2,6.0,-19,-1,i,26,i,4,-4%,1.7,1099,i
COCCSc1nc2sc3c(c2c(=O)n1-c1ccccc1)CCN(C)C3,-1.8,-0.12,-0.68,0.42,19%,2.3,1.1,8.1,-16,-7,i,51,i,1,15%,.,.,i
O=C1CC(Nc2ccc(N3CCOCC3)cc2)C(=O)N1CCc1ccccc1 (stereo unspecified),-0.26,-0.28,0.52,0.45,12%,1.2,1.4,8.9,4,12,i,45,i,1,19%,.,.,.
CCOC(=O)NC(NC(=S)Nc1ccc(OCC)cc1)C(Cl)(Cl)Cl (stereo unspecified),-0.28,-0.25,-0.14,0.64,2%,2.1,1.9,12,-4,16,i,12,i,1,6%,-5.9,533,i
CC(C)NC(=O)COC(=O)c1ccc(NS(=O)(=O)c2ccc3c(c2)OCCO3)cc1,0.43,-0.19,0.59,-0.0033,14%,0.8,0.9,22,-14,-2,i,30,i,22,6%,-2.1,1189,i
Nc1nc(-c2ccc(Cl)cc2)c(N=Nc2ccc(S(=O)(=O)N3CCOCC3)cc2)s1,0.22,-0.097,-0.27,-0.29,-3%,1.5,1.2,1.9,49,40,i,18,i,-5,0%,.,.,i
COc1ccccc1CNC(=O)CCN1C(=O)COc2ccc(C)cc21,0.045,-0.22,-0.0029,0.066,-1%,2.6,1.8,5.1,-14,-5,i,53,i,26,2%,-0.7,1357,i
CCOC(=O)CC1C(=O)NCCN1Cc1cccc(OC)c1 (stereo unspecified),-0.41,-0.27,-0.23,0.58,5%,6.3,3.4,3.3,8,4,i,16,i,-5,-4%,.,.,i
COc1ccc(-n2nc(C(=O)NCC(=O)NCC3CCCO3)c3ccccc3c2=O)cc1Cl (stereo unspecified),-0.32,-0.094,0.33,0.54,26%,3.8,2.3,8.5,-3,-17,i,25,i,-20,-2%,-0.2,1345,i
CCc1c(O)nc(SCC(=O)Nc2ccc3c(c2)CCC3)[nH]c1=O,-0.42,-0.17,-0.3,0.37,8.1µM*,1.0,0.8,2.8,-27,-10,i,44,i,-1,1%,-4.1,894,i
COc1ccc(-c2csc(C)n2)cc1,-0.92,-0.27,-0.59,1.4,4%,2.9,1.6,4.9,-17,6,i,56,i,13,-1%,-0.5,551,i
CCCn1c(=O)c2ccccc2n2c(SCC(=O)/C(C#N)=C(\C)N)nnc12,-0.69,-0.076,-0.34,1.3,-3%,1.5,5.0,12,-7,-21,i,37,i,-10,2%,2.1,1360,i
COc1cc(OC)cc(C(=O)NC(=S)Nc2ccc(N3CCCC3)cc2)c1,1.7,-0.28,0.77,-0.82,3%,3.5,2.8,4.7,10,8,i,36,i,-4,1%,-0.2,971,i
Cc1ccc(OC/C(=N\O)C(C)(C)C)c([N+](=O)[O-])c1,1.3,-0.33,-0.012,-1.7,-6%,4.0,2.6,7.4,-9,14,i,40,i,10,3%,0.0,1080,i
COC(=O)CSc1nc2cc(C)ccc2cc1C#N,-0.66,0.51,-0.26,-0.11,3%,3.4,3.4,0.6,14,14,i,24,i,-2,5%,-5.6,1063,i
CN(CC(=O)Nc1ccccc1N1CCOCC1)CC(=O)Nc1ccc(F)c(F)c1F,-0.73,-0.3,-0.41,0.91,3%,2.9,2.9,7.9,-4,-5,i,62,i,7,-3%,2.3,996,i
Cc1c(NC2(c3nnnn3-c3ccc(Br)cc3)CCCCC2)c(=O)n(-c2ccccc2)n1C,-0.65,-0.019,-0.14,-0.36,0%,4.1,2.0,3.7,6,5,i,11,i,0,2%,-4.0,1105,i
COc1ccc(N2CCN(C(=O)c3cc(N4C(=O)C5C6CCC(C6)C5C4=O)ccc3Cl)CC2)cc1 (stereo unspecified),1.3,-0.17,1.2,-2.2,-10%,1.4,2.2,8.9,-9,-19,i,29,i,-3,13%,-1.9,1147,i
CN(Cc1ccccc1)C(=O)C1CCCN(Cc2ccc(Cl)cc2)C1 (stereo unspecified),-0.094,-0.21,0.26,0.34,11%,2.8,1.8,4.4,9,-2,i,43,i,0,-1%,3.3,1314,i
O=C(CSCc1nc2ccccc2[nH]1)Nc1ccc(Oc2ccccc2)cc1,0.42,-0.22,0.54,-1,5%,2.7,2.5,2.2,21,-15,i,52,i,2,2%,8.1,993,i
Cc1nnnn1CC(=O)Nc1ccccc1[N+](=O)[O-],-1.1,-0.32,-0.9,1,14%,1.4,2.1,4.3,-12,4,i,35,i,5,2%,1.6,943,i
Cc1ccc(-n2cc(CNCC3CC(=O)N(C4CC4)C3)c(-c3cccc(C)c3)n2)cc1 (stereo unspecified),-0.39,-0.31,-0.11,0.42,-4%,4.7,3.9,9.5,9,10,i,9,i,9,1%,-1.4,1116,i
Cc1cc(C)nc(SCC2COc3ccccc3O2)n1 (stereo unspecified),1.2,-0.32,1.2,-0.92,11%,4.6,2.3,12,-38,-11,i,44,i,48,4%,-0.7,994,i
CCn1c(SCC(=O)Nc2ccc(S(=O)(=O)Nc3onc(C)c3C)cc2)nnc1-c1ccccc1,-0.16,0.23,0.41,-0.36,-14%,1.9,1.1,5.4,-18,-6,i,41,i,27,12%,-6.6,1059,i

# Screens from PubChem BioAssay.
